p53ts 32C kill: cytotoxicity in p53ts cells at permissive temperature; H1299-p53A138V at 32C, ATP luminescence viability, 24 h; 130,000 tested, 0.93% active; Potency, µM (titrated, usually from 46.1 µM), for inactives: at the highest dose activity change, negative = cytotoxicity, usual class: cytotoxic;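 also: 0% = DMSO and -100% = full killing by reference compound; nearly all actives have a fitted effect of over 55% in size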
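Viability by ATPlite luminescence after 24 h compound treatment (up to 46 uM) at the permissive 32C. Cells are H1299 carrying p53 A138V. Scale runs from DMSO basal to 100 uM tamoxifen as full kill; AC50 from Hill fits.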
Imprint erasure: inducers of genomic imprint erasure in mouse ES cells. mouse ES Peg3-LacZ reporter, beta-gal luminescence, 40 h. Potency, µM (doses to about 60.7 µM), inactives show top-dose activity change, positive = activation, actives largely listed as activators. 110,000 tested, 0.02% active. AID 1948;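 also: 0% = negative control wells on the plate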
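Readout: BetaGlo luminescence (5 min, room temp) for LacZ from the normally silent maternal Peg3 allele in female Peg3LacZ-Neo ES cells. Cells 300/well, 40 h, 37C, 5% CO2. Data normalized per plate to negative controls.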
p53ts 39C kill: p53ts cell cytotoxicity, nonpermissive temperature; H1299-p53A138V viability at 39C, ATP luminescence, 24 h; Potency, µM (series often up to 46.1 µM), for the others: top-dose activity change, negative = cell killing, usual class: cytotoxic; 130,000 tested, 1.5% active; also: nearly all actives have a fitted effect of over 55% in size
IkB signaling: suppresses IkB signaling in ABC-DLBCL reporter cells; ABC-DLBCL IkBa-CBG/CBR dual luciferase ratio, 4 h; response scale: scaled: untreated 0%, proteasome inhibitor 100%; Potency, µM (top dose mostly 57.1 µM), for inactives: top-dose IkBa stabilization activation; 110,000 tested, 0.04% active; AID 445; active = well fitted curve in the direction sought with a large enough effect in the signal ratio, not every such curve was filed as active; inconclusive = small, poorly fitted or top-dose-only effect, or a change in a side signal; the % refers to the signal ratio;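 also: the direction sought is a rising ratio; 0% = basal untreated cells and 100% = reference inhibitor full response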
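Luminescence ratio of IκBα-fused green versus native red beetle luciferase in OCI-Ly3 cells, 4 h post-doxycycline with compound; red signal alone, scaled from basal (0%) to zero light (-100%), flagged nonspecific or cytotoxic effects.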
The depositor's hits bear a star; ? = inconclusive; . = no result given; & = joins results of further samples; [ ] = another dose, or the depositor's remark. Unless noted, calls follow the shape of the dose curve; as a rule, active = well fitted curve in the direction sought with a large enough effect; inconclusive = small, poorly fitted or top-dose-only effect, or another doubt; inactive = no such curve, though single readings can be large; an effect the other way counts as inactive or inconclusive. Unless noted, % is scaled to controls: 0 for no effect and ±100 for the full control effect; potency is read from the fitted curve at half-maximal effect.

SMILES	p53ts 32C kill	Imprint erasure	p53ts 39C kill	IkB signaling
CC(=O)N1CCCc2cc(S(=O)(=O)N3CCN(C4CCCCC4)CC3)ccc21	-7%	1%	-6%	-0.4%
Cc1nn(Cc2ccccc2Cl)c(C)c1C(=O)NC1=NCCS1	-2%	-4%	-5%	0.8%
CCOC(=O)c1cccc(NC(=O)NCCc2c(C)nn(C)c2C)c1	3%	-8%[10.9 µM]	-9%	0.3%
CCn1c(SCc2ccc(Cl)cc2)nnc1-c1ccccc1	0%	.	18%	.
CCOP(=O)(c1ccccc1)c1nc(-c2ccccc2Cl)oc1N1CCCCC1 (configuration not stated)	22%	.	0%	.
CCN(CC)c1ccc(C2C(C(N)=O)=C(C)Nc3nc(SCc4ccccc4Cl)nn32)cc1 (configuration not stated)	-25%	-2%[10.9 µM]	?	3.9%
CCc1ccccc1NC(=O)c1sc2nc(C)cc(COC)c2c1N	-1%	13%[10.9 µM]	-15%	-0.2%
COc1ccc2c(c1OC)C(=O)N(c1ccc(C)c(C)c1)C2=O	-9%	.	-3%	.
CCc1ccc(NC(=O)Cn2c(=O)n(CCC(=O)NCCc3ccc(OC)c(OC)c3)c(=O)c3ccccc32)cc1	0%	-9%[10.9 µM]	-12%	1.7%
CCC(=O)Nc1cccc2c1C(=O)N(C)C2=O	-4%	.	9%	.
COc1ccc(CNC(=O)C2CCN(S(=O)(=O)Cc3ccccc3)CC2)cc1	0%	-10%[10.9 µM]	13%	-0.5%
Cc1ccc(S(=O)(=O)NC(=O)NN2C[C@H]3CCC[C@@H]3C2)cc1	4%[20.6 µM]	0%[16.8 µM]	9%[20.6 µM]	-2.2%[25.6 µM]
CCc1nnc(NC(=O)CSc2nnc3c4ccccc4n(C)c3n2)s1	1%	-7%	8%	-0.7%
CCOC(=O)c1sc2ncnc(OC)c2c1C	-4%	4%	8%	1.1%
COc1ccccc1N1CCN(C(=O)c2cc(-c3cccc(Cl)c3)on2)CC1	-5%	-8%	-4%	1.3%
O=C(CSc1nc(-c2cccs2)nc2cc(=O)[nH]n12)Nc1ccccc1F	15%	13%[10.9 µM]	1%	1.9%
COc1ccc(CNC(=O)C2CCCCN2S(=O)(=O)c2ccc(F)cc2)cc1 (configuration not stated)	6%	18%[10.9 µM]	8%	-0.9%
Cc1ccccc1C(C(=O)NCc1ccco1)N(CC1CCCO1)C(=O)Cn1nnc2ccccc21 (configuration not stated)	15%	-5%	10%	1.4%
Cc1ccc(-c2nc3c(cnn3-c3ccccc3)c(=O)n2-c2cccc(Cl)c2)cc1	1%	-8%[10.9 µM]	9%	3.1%
CCCCNC(=O)CSc1nc2n[nH]c(C)c2c(=N)n1-c1cccc(C)c1	-11%	-17%[10.9 µM]	-3%	?

One compound at a time, from the list above:
CCc1ccccc1NC(=O)c1sc2nc(C)cc(COC)c2c1N across the screens: p53ts 32C kill = -1%; Imprint erasure = 13%[10.9 µM]; p53ts 39C kill = -15%; IkB signaling = -0.2%
Cc1ccc(-c2nc3c(cnn3-c3ccccc3)c(=O)n2-c2cccc(Cl)c2)cc1 across the screens: p53ts 32C kill = 1%; Imprint erasure = -8%[10.9 µM]; p53ts 39C kill = 9%; IkB signaling = 3.1%

Continued.
SMILES	p53ts 32C kill	Imprint erasure	p53ts 39C kill	IkB signaling
Cc1cc(N=Cc2c(CO)cnc(C)c2O)c(N=Cc2c(CO)cnc(C)c2O)cc1C.[Zn]	5%[9.22 µM]	2%[10.9 µM]	1%[9.22 µM]	1.0%[11.4 µM]
O=c1cc(-c2ccccc2)oc2cc(O)c(O)cc12	2.5µM*	-25%	2µM*	.
Cc1cccc(Nc2nc(NCc3ccco3)nc(N3CCOCC3)n2)c1	7%	-7%	-15%	?
COc1ccc2oc(-c3ccc(O)cc3)cc(=O)c2c1	5µM*	-87%[inhibitor]	7.9µM*	0.1%[11.4 µM]
COc1ccccc1-c1nnc(SCC(=O)NC2CCCCC2)o1	0%	-11%	-5%	?
CO[C@@H]1COC(=O)C/C=C\[C@H](C)[C@@H](NS(=O)(=O)c2ccc(C)cc2)COC(=O)C/C=C\[C@@H]1C	-4%&0%[9.22 µM]	.	4%&8%[9.22 µM]	.
CCCCCN=Cc1c(C)[nH]n(-c2nc3ccccc3s2)c1=O	1µM*	-97%[inhibitor]	0.79µM*	?
O=C(CN1CCN(Cc2ccccc2Cl)CC1)N=Nc1c(O)[nH]c2ccccc12	25%	.	-4%	.
Cc1nc2cc(NC(=O)NCc3ccco3)ccc2n1C	-7%	-26%	-3%	7.9%
CC(=O)Oc1c2c(c3c(c1CC=C(C)C)O[C@@]14C(=CC5CC1C(C)(C)OC4(C/C=C(\C)C(=O)O)C5=O)C3=O)OC(C)(CCC=C(C)C)C=C2 (some centres not stated)	?	-34%[inhibitor]	?	.
Cn1c(=O)c2c(-c3ccccc3)n(Cc3ccccn3)cc2n(C)c1=O	3%	7%	6%	1.5%
Cc1ccccc1C(=O)N1CCCCC1CCN1CCCCC1 (configuration not stated)	1%	-13%[10.9 µM]	-25%	?
O=C(NCc1ccc(Cl)cc1)C1CCN(S(=O)(=O)c2ccccc2)CC1	1%	-4%[10.9 µM]	-2%	6.1%
O=C(CSc1nc(O)cc(=O)[nH]1)N1CCCc2ccccc21	35%[activator]	-2%	0%	2.0%
COc1ccc(NC(=O)c2c(NC(=O)COc3ccc(Cl)cc3)sc3c2CCCCC3)cc1	-9%	-14%[10.9 µM]	34%[activator]	0.6%
COc1ccccc1N(CC(=O)Nc1ccccc1C(=O)NCC(C)C)S(C)(=O)=O	13%	-4%	11%	3.0%
CCCn1nnc(NC(=O)c2ccccc2Cl)n1	-9%	-30%	-4%	6.4%
CCC(=O)Nc1ccc(NC(=O)CSc2nnnn2C(C)C)cc1	8%	5%	1%	1.3%
O=C(CCCn1c(=O)c2ccccc2n(CC(=O)Nc2cccc(Cl)c2)c1=O)NCc1ccc2c(c1)OCO2	5%	7%[10.9 µM]	2%	?
COc1ccc(-n2cc(-c3ccccc3)c3c(N4CCN(CCO)CC4)ncnc32)cc1	2%	11%	6%	-2.8%
COc1cc(CCC(=O)OCn2nnc3ccccc3c2=O)cc(OC)c1OC	3%	-3%	-4%	0.9%
C=CCSc1n[nH]c(-c2ccc(OCCC)cc2)n1	?	-24%	-4%	-2.8%
CCOc1nc(-c2ccccc2)ccc1-c1noc(-c2ccco2)n1	-15%&-6%	-8%	-3%&-9%	-0.4%
Cc1cn2c(=O)cc(COC(=O)c3cccc(NC(=O)c4ccc(C(C)(C)C)cc4)c3)nc2s1	2.5µM*	-15%[10.9 µM]	3.2µM*	?
COc1cc(C2C=C(C(=O)O)Nc3ncnn32)ccc1O (configuration not stated)	9%	21%[10.9 µM]	-1%	1.1%
O=C(c1ccccc1)N1CCN(C(=O)N2CCOCC2)CC1	3%	8%	0%	-1.3%
CCOc1ncccc1C(=O)Nc1ccc(-c2cn3ccsc3n2)cc1	4%	-8%	17%	-0.1%
O=C(CCCOc1ccccc1)n1nnc2ccccc21	-4%	-4%	0%	0.4%
C#CC(CC)(CC)NC(=O)c1c(C)noc1C	-4%	.	14%	.
CCN1CCN(C(=O)CS(=O)(=O)Cc2nc(-c3ccc(C)cc3)oc2C)CC1	-5%	-12%	7%	0.7%
CCCCOC(=O)Nc1ccc(C(=O)OCCC)cc1	1%	-18%	1%	5.8%
C[C@@]1(C(NS(=O)(=O)c2cccc3cccnc23)c2ccc(-c3ccccc3)cc2)C[C@H]1C1CCCCC1 (some centres not stated)	12%	-19%	-4%	.
COc1ccc(C(=O)N2CC3(C)CC2CC(C)(C)C3)cc1 (configuration not stated)	9%	0%	0%	0.5%
Cc1ccc(NC(=O)CSc2nnc(NC(=O)CN3CCOCC3)s2)cc1	0%	-9%	6%	2.1%
CCOC(=O)c1cc2cc3ccccc3cc2[nH]1	-15%	.	6%	.
Cc1noc(C)c1C(=O)N1CCC2(CC1)CCN(c1ncccn1)CC2	-1%	.	-6%	-0.4%[11.4 µM]
Cn1c(NCc2ccccc2O)nc2ccccc21	-5%	-22%	4%	5.4%
O=C1CC(O)(C(F)(F)F)Oc2c1ccc1ccccc21 (configuration not stated)	?	-6%	?	?
Cc1cc(C)c(NC(=O)C2CCN(c3nc4ccccc4n4cccc34)CC2)c(C)c1	-17%	-9%[10.9 µM]	?	?
COc1ccc(N2C(=O)C(CC(=O)Nc3ccccc3)N(Cc3ccc4c(c3)OCO4)C2=O)cc1 (configuration not stated)	-4%	1%	-8%	-0.2%

Brought forward from above: 5 compounds, followed by the next part.
SMILES	p53ts 32C kill	Imprint erasure	p53ts 39C kill	IkB signaling
Cc1noc(C)c1C(=O)N1CCC2(CC1)CCN(c1ncccn1)CC2	-1%	.	-6%	-0.4%[11.4 µM]
Cn1c(NCc2ccccc2O)nc2ccccc21	-5%	-22%	4%	5.4%
O=C1CC(O)(C(F)(F)F)Oc2c1ccc1ccccc21 (configuration not stated)	?	-6%	?	?
Cc1cc(C)c(NC(=O)C2CCN(c3nc4ccccc4n4cccc34)CC2)c(C)c1	-17%	-9%[10.9 µM]	?	?
COc1ccc(N2C(=O)C(CC(=O)Nc3ccccc3)N(Cc3ccc4c(c3)OCO4)C2=O)cc1 (configuration not stated)	-4%	1%	-8%	-0.2%
CCC1=C(c2ccc(C)cc2)S(=O)(=O)N=C1N1CCC(C(=O)NCCc2ccc(Cl)cc2)CC1	53%[activator]	13%[10.9 µM]	11%	?
O=C(c1cc(C2CC2)nc2ccccc12)N1N=C(C(F)F)CC1(O)C(F)F (configuration not stated)	-2%	.	-9%	.
CCC(=O)N1CCc2cc(S(=O)(=O)CCC(=O)NCc3ccccc3OC)ccc21	9%	-5%[10.9 µM]	8%	-1.5%
COC(=O)C(CCSC)NC(=O)c1cc2c(n(-c3ccc(Cl)cc3)c1=O)CCCC2=O (configuration not stated)	0%	17%[10.9 µM]	6%	-3.9%
CN1Cc2c(C(=O)OC(C)(C)C)ncn2-c2ccsc2C1=O	10%	-5%	0%	0.0%
COc1cccc(-c2nc(S(=O)(=O)c3ccccc3)c(N3CCCCC3)o2)c1	-6%	-17%[10.9 µM]	6%	?
c1ccc(Nc2nc(-c3cccnc3)nc3ccccc23)cc1	3%	-11%	-10%	-5.8%[11.4 µM]

High-throughput results as filed in PubChem.
